High-throughput results from PubChem.
hcGAS inh = inhibitors of human cGAS; Q8N884; recombinant h-cGAS, ATP depletion, Kinase-Glo luminescence; inhibition, % at 12.5 µM; 0.081% of 290,000 active;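 also: 0% = vehicle reaction and 100% = reaction without DNA for no activity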
Target sequence (Q8N884 whole entry, looked up): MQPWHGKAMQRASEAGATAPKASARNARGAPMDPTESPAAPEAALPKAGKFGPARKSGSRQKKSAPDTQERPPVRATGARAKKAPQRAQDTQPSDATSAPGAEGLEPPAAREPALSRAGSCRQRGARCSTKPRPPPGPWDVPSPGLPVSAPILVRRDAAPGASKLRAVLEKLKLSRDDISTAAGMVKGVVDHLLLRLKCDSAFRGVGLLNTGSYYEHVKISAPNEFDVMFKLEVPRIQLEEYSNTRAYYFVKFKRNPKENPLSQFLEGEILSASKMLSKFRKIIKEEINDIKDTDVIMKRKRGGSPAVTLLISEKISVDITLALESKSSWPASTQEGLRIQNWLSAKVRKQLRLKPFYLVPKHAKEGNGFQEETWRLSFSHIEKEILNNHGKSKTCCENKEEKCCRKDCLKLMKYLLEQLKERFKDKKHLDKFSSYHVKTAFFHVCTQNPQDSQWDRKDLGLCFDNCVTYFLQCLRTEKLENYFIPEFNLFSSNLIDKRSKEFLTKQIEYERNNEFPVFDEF
mcGAS inh = blocks mouse cGAS activity. Q8C6L5. recombinant cGAS, Kinase-Glo ATP depletion luminescence. inhibition, % at 12.5 µM. 0.15% of 160,000 active;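 also: 0% = negative control wells and 100% = reference inhibitor with no enzyme activity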
NPYLR7 ag = activates Aedes aegypti NPYLR7 receptor; HEK293T NPYLR7/Galpha15, GCaMP6s calcium fluorescence; activation, % at 10 µM; 0.15% of 270,000 active; AID 1259423; in the data active = activation above about 40%;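 also: 0% = vehicle and 100% = reference agonist at the receptor; some compounds past the cut are filed as inactive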
* = called active by the depositor; . = no result given. Rule as the data show it, unless noted: active = inhibition above about 40%; inactive = the rest.

SMILES	hcGAS inh	mcGAS inh	NPYLR7 ag
O=C(c1cc2ccccc2oc1=O)N1c2ccccc2Sc2ccccc21	-10	-6	3
N#Cc1ccc(COC(CN2CCN(C(=O)c3cc(F)ccc3F)CC2)c2cccc(N3CCCC3)c2)cc1 (stereo not given)	-4	-6	.
CCOC(=O)c1c(C)n(-c2ccccc2C)c2ccc(OC(C)=O)cc12	-2	2	-3
O=C(NOCc1ccc(F)cc1Br)C1CCCC1	-16	.	-7
COc1cccc(C2c3[nH]c4ccccc4c3CCN2CCCn2cccn2)c1 (stereo not given)	-6	-3	0
NC(=O)c1cn(CC(=O)N2C[C@@H]3[C@H](C2)[C@H]2CC[C@@H]3O2)c2ccccc12	-7	-13	8
O=C(O)c1cc(-c2ccc(F)cc2)nc2cc(-c3ccccc3)nn12	-1	.	-5
CCc1c(C)c(C(=O)NCc2cccnc2)n(Cc2ccc(C)cc2)c1C	-7	-11	.
CCOC(=O)CCNC(=O)NC1CC(=O)N(CC2CCCCC2)C1 (stereo not given)	-2	.	7
Cc1cc(N2C(=O)c3oc4ccccc4c(=O)c3C2c2cccc(Cl)c2)no1 (stereo not given)	-1	.	1
Cc1cc(CNC(=O)c2cncnc2C)c2[nH]c(-c3ccccc3)c(C)c2c1	-8	-16	10
CN1CCn2nc(-c3nc4ccccc4n3C)cc2C1	-6	-1	0
CC[C@H](C)[C@H](NC1CCN(c2ccc(NS(=O)(=O)N(C)C)cc2)CC1)C(=O)OC	-9	.	0
CC(c1ccc(F)cc1)N(C)C(=O)CCN1CCCO1 (stereo not given)	-3	.	9
COCCN1C(=O)N(C2Cc3ccccc3C2)C(=O)C12CCN(Cc1nccs1)CC2	-4	-16	10

An excerpt from above in order of SMILES length, lowest first:
SMILES	hcGAS inh	mcGAS inh	NPYLR7 ag
CN1CCn2nc(-c3nc4ccccc4n3C)cc2C1	-6	-1	0
CCOC(=O)c1c(C)n(-c2ccccc2C)c2ccc(OC(C)=O)cc12	-2	2	-3
CC[C@H](C)[C@H](NC1CCN(c2ccc(NS(=O)(=O)N(C)C)cc2)CC1)C(=O)OC	-9	.	0

Further compounds follow:
SMILES	hcGAS inh	mcGAS inh	NPYLR7 ag
C[C@@H]1CN(C(=O)c2cccc(NCC(=O)O)c2)C[C@H](C)O1	-5	-12	2
NC(=S)COc1ccccc1	-11	.	4
CN1CCN(S(=O)(=O)c2ccc(NCc3ccccc3Cl)c([N+](=O)[O-])c2)CC1	-7	.	28
CC(C)c1cc(C(=O)NC2CCC(n3cnnc3)CC2)cs1 (stereo not given)	-2	-7	1
CN1CCC(NCc2ccc(OCc3ccccc3)cc2)C1=O (stereo not given)	-15	-14	6
COCC(=O)N(Cc1ccccc1)Cc1c(-c2ccc(F)cc2)noc1N1CCN(C)CC1	-4	-9	10
CC(C)Nc1ccc(C(=O)Nc2cccc3c2CCCC3)cn1	-5	-6	-11
CCN1C(=S)NC(c2ccc(NC(=O)c3ccc(OC)cc3OC)cc2)C(C(=O)OCC(C)C)=C1C (stereo not given)	-3	-7	18
CC(Oc1ccc(Cl)cc1Cl)C(=O)N1CCCC(C(=O)Nc2ccccc2)C1 (stereo not given)	-3	.	-2
Cc1ccccc1C1c2ccsc2CCN1C(C)C(=O)N1CCN(C(=O)c2ccc(Cl)c(Cl)c2)CC1 (stereo not given)	-3	-5	7
CCN1CCN(C(=O)C(C)Sc2nc3ccc(Cl)cc3c(=O)n2CC(C)C)CC1 (stereo not given)	3	.	-3
CCC(CC)n1ncc(C)c1NC(=O)c1cc(C)nc(C)n1	-2	.	11
CCC(C)(C)NC(=O)CN1CCN(S(=O)(=O)c2ccccc2F)CC1	-6	.	6
O=C(Nc1ccc(Cl)cc1)N1CCCN(c2cc(Oc3ccc(F)c(Cl)c3)ncn2)CC1	-3	-4	.
Cc1ccc(NC(=O)c2cc(-c3ccc(C)c(C)c3)nn2-c2cccc(Cl)c2)cc1	-9	-5	-2
CC(C)(C)n1nnnc1SC1CCCCC1	-7	.	5
Cn1ccnc1CN(C1CC1)C1CCN(C(=O)c2cccnc2)CC1	-4	.	9
CC(C)(CN1CCCC(c2ccncn2)C1)N1CCOCC1 (stereo not given)	-14	-7	.
COc1ccc(C(=O)N2CCN(Cc3ccc(-c4ccn[nH]4)o3)CC2)cc1	-3	-10	4
Cc1nn(C(C)CC(=O)O)c(C)c1Br (stereo not given)	-2	.	0
O=C(CC1CCCCC1)NCc1ccn(-c2ccccc2F)n1	-15	.	3
CCOc1ccc(N2C(=O)CSC2c2ccc(NS(=O)(=O)c3ccc(C(C)(C)C)cc3)cc2)cc1 (stereo not given)	-6	-5	14
Cc1ccc2cc(NC(=O)C3(C)CCN3C(C)C)ccc2n1 (stereo not given)	1	-1	-8
O=C(c1ccc2c(c1)OCCO2)C1CCN(Cc2cc3c(cc2O)OCO3)CC1	3	0	6
NC(=NOC(=O)N1CCOCC1)c1ccccn1	-13	.	-6
Cc1cccc(N2CCCn3c2nc2c3c(=O)n(CCN3CCCCC3)c(=O)n2C)c1	-12	.	11
COCCCN(CC(=O)N1CCc2sccc2C1c1ccc(OC)cc1)C(=O)c1cccc(C(F)(F)F)c1 (stereo not given)	-11	-4	19
Cc1ccccc1-c1onc(C)c1C(=O)NCc1ccccn1	-2	-4	2
CSCC1CCN(S(=O)(=O)c2cc(C)c(F)cc2F)C1 (stereo not given)	-7	-17	1
O=C1c2ccccc2S(=O)(=O)NN1Cc1ccc(F)cc1	-10	.	3
CCOC(=O)c1cnc2cc(C(F)(F)F)ccc2c1Nc1ccc(S(=O)(=O)NC)cc1	-8	-9	4
CS(=O)(=O)c1cccc(C(=O)N2CCN(C(=O)Nc3ccc(F)cc3)CC2)c1	1	.	9
CC1CC(C)CN(Cc2csc(NC(=O)C3CCN(C(=O)C4CC4)CC3)n2)C1 (stereo not given)	2	.	1
COc1ccc(CCC2CCCN(C(=O)CCC(F)(F)F)C2)cc1 (stereo not given)	-2	.	12
CCC(=O)Nc1ccc(C(=O)Cn2cc(Br)cn2)cc1	-4	.	7
CC(=O)NC(CC(=O)N1CCCC1C1CCCN1C(=O)OC(C)(C)C)c1cccs1 (stereo not given)	-8	-16	16
CCN(C(=O)c1cnc2n(c1=O)CCS2)c1ccccc1	-2	.	-3
O=c1oc2c(CN3CCN(CCO)CC3)c(O)ccc2cc1-c1ccccc1	-8	-8	4
Cc1ccc(C(=O)N/N=C2\CC(C)CC(C)(C)C2)c(C)c1 (stereo not given)	-5	.	0
COc1ccc(-c2[nH]ncc2-c2ncc[nH]2)cc1	0	-18	4
O=C(NCc1ccc(Cn2cccn2)cc1)N1CCCC(C(=O)N2CCCC2)C1 (stereo not given)	-5	-17	1
Cc1cc(CN(C)C(=O)c2coc(COc3ccc4sc(C)nc4c3)n2)on1	-7	-13	-7
CCc1nn2c(=O)cc(CSc3nnnn3C)nc2s1	-6	.	2
CCC(NC(=O)NC1=NCCS1)(C(F)(F)F)C(F)(F)F	1	0	.
CCCCOc1ccc(C(=O)NCC2Cc3cc(F)cc(F)c3O2)cc1 (stereo not given)	-4	-11	0
CC(C)CN(Cc1cccc(OS(=O)(=O)c2cccc(C(F)(F)F)c2)c1)C(=O)Nc1ccc(C(F)(F)F)cc1	-3	-4	15
COc1ccc(C(=O)N(CCN2CCOCC2)Cc2nccn2Cc2ccccc2C(F)(F)F)cc1	0	-4	-1
COc1cc2c(cc1OC)C(C(C)NC(=O)c1cccs1)N(Cc1cccc(F)c1)CC2 (stereo not given)	-3	1	-5
CN(Cc1nc2ccsc2c(=O)[nH]1)CC1(O)CCCN(CC2CCC2)C1=O (stereo not given)	-10	-12	.
Clc1cc(Cl)c(OCc2nc3c4ccccc4ncn3n2)cc1Cl	5	.	-2
CCOC(=O)C(=O)N1CCN(c2nc3nccc(-c4ccc(Cl)c(Cl)c4)n3n2)CC1	-6	-8	-1
COc1ccc(-n2nnc3c(SCC(=O)N4CCCCCC4)ncnc32)cc1	-6	-1	9
Nc1ccc2cn[nH]c2c1	-1	.	0
CC(C(=O)N1CCCC1)n1c(=O)n(Cc2ccccc2)c(=O)c2ccc(Cl)cc21 (stereo not given)	-5	-5	33
CC1(C)OC[C@H]2O[C@]3(COC(=O)NCCCn4cccn4)OC(C)(C)O[C@@H]3[C@H]2O1	-3	-4	-2
COc1ccc2c(c1)C(OC(C)=O)C(C)(C)C(c1ccc(F)cc1)N2 (stereo not given)	-8	.	11
O=C(Cn1ccccc1=O)N1CCN(Cc2ccc(Cl)s2)CC1	-8	.	3
Cc1nc(NC(=O)/C=C/c2cccnc2)sc1-c1ccccc1	1	-7	4
O=C(O)c1cccc(NCN2C(=O)c3ccc([N+](=O)[O-])cc3C2=O)c1	-4	-5	-8
O=C(C(Cc1ccc([N+](=O)[O-])cc1)N1C(=O)c2ccccc2C1=O)N1CCOCC1 (stereo not given)	-3	-2	-2
New compounds follow.
SMILES	hcGAS inh	mcGAS inh	NPYLR7 ag
CC(C)=CC(=O)N1C[C@H](C(C)C)[C@@H](N(C)C)C1	-6	-5	.
CC(=O)N1CCCN(c2ccc(-c3nc(-c4cccc(Cl)c4)no3)cn2)CC1	-3	.	5
CCCOc1cc(Nc2ccc(NC(=O)Nc3ccccc3Cl)cc2)nc(C)n1	-4	-6	27
CCNC(=O)C1(C)CCCN1C(=O)Cc1ccccc1 (stereo not given)	-7	-5	2
Cn1cc(C(=O)NNC(=O)Cc2cccnc2)c2ccccc21	-7	.	17
CCN(CC)CCNc1ncnc2c1sc1nc(C)c3c(c12)CC(C)(C)OC3	0	.	10
O=C(CN1C(=O)C2C3c4ccccc4C(c4ccccc43)C2C1=O)OCC(=O)c1ccccc1 (stereo not given)	-4	.	-3
CNc1cnc(-c2ccc(OC)nc2)cn1	-17	.	-1
CCOC(=O)CCC(=O)Nc1ccc(C2NC(=S)N(CC)C(C)=C2C(=O)OC)cc1 (stereo not given)	-3	-7	19
COc1ccc(C(=O)NCCC(=O)Nc2nnc(-c3cccc(C)c3)s2)cc1	-5	-6	19
Cc1cccc(-n2nc3c(c2N)CSC3)c1	-2	-2	-5
CC(CCc1ccco1)NC(=O)CCN1CCCCO1 (stereo not given)	-6	-18	5
Cc1cc(S(=O)(=O)N2CCNCC2)ccc1Br	-9	-6	6
CC1CCCN(S(=O)(=O)c2ccc3c(c2)nc(SCc2ccc(C(F)(F)F)cc2C(F)(F)F)n3C2CCCC2)C1 (stereo not given)	-7	-4	18
c1ccc2oc(NC3=NCN(CC4CCCO4)CN3)nc2c1 (stereo not given)	-6	.	6

Of the compounds above, these contain a furan ring, fused or not:
SMILES	hcGAS inh	mcGAS inh	NPYLR7 ag
COc1ccc(C(=O)N2CCN(Cc3ccc(-c4ccn[nH]4)o3)CC2)cc1	-3	-10	4
CC(CCc1ccco1)NC(=O)CCN1CCCCO1 (stereo not given)	-6	-18	5

New compounds follow
SMILES	hcGAS inh	mcGAS inh	NPYLR7 ag
Cn1c(=O)[nH]c2nnc(-c3cccs3)nc2c1=O	-5	-6	-1
CCN(CC)CCNc1nc(Nc2cccc(C)c2)c2cnn(-c3ccccc3)c2n1	-3	-7	2
CCn1c(C2CCCN(C(=O)Nc3cccc4ccccc34)C2)n[nH]c1=O (stereo not given)	-7	-12	8
CCOC(=O)CNc1c(-c2ccc(Cl)c(Cl)c2)nc2ccc(Cl)cn12	-8	-7	2
CC(C)c1ccc(C(C)NCCS(=O)(=O)c2ccc(Br)cc2)cc1 (stereo not given)	-5	-15	0
Cc1ccc(-n2c(=O)[nH]c3c(C(N)=O)nc(C4CCCCC4)nc32)cc1C	2	-4	-5
C/C(=N\NC(=O)CNc1ccc(I)cc1C)c1ccc(Br)cc1	-4	.	10
COc1cc(OC)cc(C(=O)NC2CCN(c3ccccc3C(=O)N(C)C3CCCCC3)CC2)c1	-2	0	-2
COc1cccc(C2=NN(C(=O)CN3CCN(c4ccccc4F)CC3)C(c3ccccc3C)C2)c1 (stereo not given)	-6	-5	20
CCC(c1cccnc1)N(C)Cc1cc2cc(C)cc(C)c2[nH]c1=O (stereo not given)	-11	.	0
CC(NC(C)C(C)n1cccn1)c1nc2ccccc2c(=O)[nH]1 (stereo not given)	-11	.	3
O=C(C1CCC1)N1CCN(C(C(=O)N2CCOCC2)C2CCCC2)CC1 (stereo not given)	-7	.	-4
CCCC(=O)OCC(O)CN(CCOC)Cc1cccc(OC)c1 (stereo not given)	-2	-4	-5
Nc1nccc(N2C[C@H]3CC=CC[C@H]3C2)n1	-3	.	-3
CC(C)(C(=O)O)C(O)c1cccc(O)c1 (stereo not given)	-5	-12	-1

Compound profiles, from the list above. Screens in order: hcGAS inh, mcGAS inh, NPYLR7 ag
`CCOC(=O)CNc1c(-c2ccc(Cl)c(Cl)c2)nc2ccc(Cl)cn12` as listed: -8, -7, 2
`CC(C)(C(=O)O)C(O)c1cccc(O)c1` (stereo not given) as listed: -5, -12, -1
`COc1cc(OC)cc(C(=O)NC2CCN(c3ccccc3C(=O)N(C)C3CCCCC3)CC2)c1` as listed: -2, 0, -2
`CCC(c1cccnc1)N(C)Cc1cc2cc(C)cc(C)c2[nH]c1=O` (stereo not given) as listed: -11, ., 0

Next structures
SMILES	hcGAS inh	mcGAS inh	NPYLR7 ag
Cc1cccc(NC(=O)CSc2nc(N)c(NC(=O)c3ccccc3F)c(=O)[nH]2)c1	-4	-8	-1
CCOC(=O)C1(Cc2ccccc2C(F)(F)F)CCN(Cc2ccc(OC)c(O)c2)CC1	-6	-2	13
O=C(N[C@H]1CCCC[C@H]1C(=O)NNc1nccc(C(F)(F)F)n1)c1ccccc1	1	.	-3
COc1ccc2c(c1)OC[C@@H]1CN(CC(C)(C)O)C(=O)CCN(C(=O)c3ccco3)[C@H]21	-2	-6	5
CC[C@H](C)CSc1nnc(CC2CCNCC2)n1C	-6	-12	-1
CN(CCCNC(=O)CCCc1ccc(NC2OC(C3COC(C)(C)O3)[C@@H]3OC(C)(C)O[C@H]23)cc1)c1ccccc1 (stereo not given in full)	-4	-2	-11
